HTT ATP protect: qHTS Multiplex Assay to Identify Dual Action Probes in a Cell Model of Huntington: Cytoprotection (ATP); PC12 HTT-Q103 induced, cytoprotection, ATP luminescence, 40 h; Potency, µM (doses to about 56.4 µM), for inactives: cytoprotection (ATP increase), usual class: activators; 230,000 compounds, 0.14% hits;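 note: potency is the fitted concentration of half-maximal effect; % of control where 0% means no effect; nearly all actives have a fitted effect of over 45% in size; toxic huntingtin expression switched on by the ecdysone agonist tebufenozide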
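Readout: ATPlite luminescence (ATP level). Model: stable PC12, inducible Htt exon1 Q103-GFP. Inducer: tebufenozide, 100 nM final. Compounds: dose series. No G418 in medium.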
Luc counter: Counterscreen for Luciferase (Kinase-Glo TM) Inhibition. AID 1379, 2008. Potency, µM (top dose mostly 38.3 µM), for the others: at the top dose activity change, negative = inhibition, hits mostly inhibitors. Luciferin 4-monooxygenase (Photuris pensylvanica), Q27757. 200,000 compounds, 0.28% hits. Kinase-Glo luciferase, ATP luminescence, 8 min; note: potency is the fitted concentration of half-maximal effect; % is set by controls: 0 for no effect and ±100 for the full control effect; nearly all actives have a fitted effect of over 60% in size
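Recombinant Kinase-Glo luciferase, 10 uM ATP (linear range), luciferin; imidazole pH 7.2 / KCl / MgCl2 / Tween / BSA buffer; 8 min RT; luminescence.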
SMN2 splice enh: qHTS Assay for Enhancers of SMN2 Splice Variant Expression. HEK293 SMN2-luciferase splicing reporter, luminescence, 30-36 h. Potency, µM (doses to about 46.1 µM), for the others: at the top dose activity change, positive = activation, actives largely listed as activators. 210,000 compounds, 2.8% hits; note: potency is the fitted concentration of half-maximal effect; % of control where 0% means no effect; nearly all actives have a fitted effect of over 55% in size
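HEK293 cells carry an SMN2 […]–luciferase reporter in which exon 7 inclusion puts luciferase in frame. Cells were plated 10-12 h before compound addition, then incubated 30-36 h at 37C. ONE-Glo luminescence was read; sodium butyrate at 4.5 mM final served as control.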
HttQ103 aggreg: qHTS Multiplex Assay to Identify Dual Action Probes in a Cell Model of Huntington: Aggregate Formation (GFP); PC12 HttQ103-GFP aggregates, Acumen cytometry, 40 h; Potency, µM (titrated, usually from 46.1 µM), for inactives: top-dose activity change, negative = inhibition, usual class: inhibitors; 220,000 compounds, 1.1% hits; note: potency is the fitted concentration of half-maximal effect; % is set by controls: 0 for no effect and ±100 for the full control effect; nearly all actives have a fitted effect of over 60% in size
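Using laser scanning cytometry, GFP-positive aggregates were counted after lysis of PC12 cells induced with 100 nM tebufenozide to express HTT exon 1 Q103–GFP. Compounds were tested in titration.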
Lamin A splicing: qHTS Assay for Modulators of Lamin A Splicing. Potency, µM (top dose mostly 46.1 µM), inactives show at the top dose ratio change, negative = inhibition, actives largely listed as inhibitors. 200,000 compounds, 0.01% hits. HeLa LMNA splicing GFP/RFP minigene ratio, 48 h; active = well fitted inhibition curve with a large enough effect in the signal ratio, with a control signal flat, not every such curve was filed as active; inconclusive = small, poorly fitted or top-dose-only effect, or effect the other way, or a change in a side signal; the % refers to the signal ratio; note: potency is the fitted concentration of half-maximal effect; % is set by controls: 0 for no effect and ±100 for the full control effect
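Read-out is the ratio of GFP to DsRed2 object intensity, acquired by 488 nm laser-scanning cytometry on HeLa lamin A-EGFP minigene reporter cells. Compound incubation 48 hrs at 37 °C in Opti-MEM with 2% FBS; DMSO 0.5% final.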
CBFb-RUNX1 inh: qHTS Assay for Compounds Blocking the Interaction Between CBF-beta and RUNX1 for the Treatment of Acute Myeloid Leukemia. Runt-related transcription factor 1 (Homo sapiens) + Core-binding factor subunit beta …. AlphaScreen CBFb-His/RUNX1-biotin binding, biochemical. Potency, µM (doses to about 59.8 µM), for the others: top-dose activity, negative = inhibition, most hits filed as inhibitors. 230,000 tested, under 10 active; note: % of control where 0% means no effect
Target sequence (Q01196 whole entry, looked up): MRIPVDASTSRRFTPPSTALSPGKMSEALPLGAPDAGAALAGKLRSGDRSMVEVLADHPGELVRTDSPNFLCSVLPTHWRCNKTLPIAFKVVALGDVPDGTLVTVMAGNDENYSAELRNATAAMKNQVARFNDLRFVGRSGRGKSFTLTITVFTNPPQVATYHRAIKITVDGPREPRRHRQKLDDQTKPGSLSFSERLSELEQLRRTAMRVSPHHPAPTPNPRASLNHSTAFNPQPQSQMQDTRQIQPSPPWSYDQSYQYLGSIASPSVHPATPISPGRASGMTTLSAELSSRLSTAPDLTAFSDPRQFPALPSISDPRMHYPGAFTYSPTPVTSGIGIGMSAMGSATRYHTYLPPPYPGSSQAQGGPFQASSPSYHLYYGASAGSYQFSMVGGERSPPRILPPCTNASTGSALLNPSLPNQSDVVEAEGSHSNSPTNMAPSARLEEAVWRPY
Target sequence (Q13951 whole entry, looked up): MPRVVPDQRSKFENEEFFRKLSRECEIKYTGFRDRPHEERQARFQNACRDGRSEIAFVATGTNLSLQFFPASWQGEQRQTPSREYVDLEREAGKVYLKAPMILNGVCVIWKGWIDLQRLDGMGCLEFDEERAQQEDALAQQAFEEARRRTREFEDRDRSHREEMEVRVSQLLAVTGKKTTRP
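Bead-based AlphaScreen assay; binding partners His-tagged CBF-beta and biotinylated RUNX1 at 30 nM each. Compound exposure 15 min after a 20-min protein preincubation; bead step 90 min; all steps at room temperature.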
IMPase Li cell: qHTS Assay for Identifying the Cell-Membrane Permeable IMPase Inhibitors: Potentiation with Lithium; Potency, µM (doses to about 59.4 µM), for inactives: at the highest dose activity, negative = IMPase inhibition, hits mostly inhibitors; CHO-M1 cells, IP1 TR-FRET (IP-One), carbachol + lithium; 210,000 compounds, 0.35% hits;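 note: IP1 builds up when IMPase is blocked and the TR-FRET signal falls; potency is the fitted concentration of half-maximal effect; plate controls were basal vehicle for no effect and high inhibitor control for full effect; nearly all actives have a fitted effect of over 50% in size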
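Lithium-sensitised IP1 accumulation assay; M1-expressing CHO cells treated 30 min at 37C with compound. Competitive antibody detection by time-resolved FRET followed a 10 min room-temperature lysis step.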
* hit, by the source's call; ? = inconclusive; / = no result given; & = joins results of further samples; [ ] = dose if it differs, or a comment. Unless noted, calls come from the whole dose curve; as a rule, active = well fitted curve in the direction sought with a large enough effect; inconclusive = small, poorly fitted or top-dose-only effect, or another doubt; inactive = no such curve, though single readings can be large; an effect the other way counts as inactive or inconclusive.

structure | HTT ATP protect | Luc counter | SMN2 splice enh | HttQ103 aggreg | Lamin A splicing | CBFb-RUNX1 inh | IMPase Li cell
CC12CCC(C(=O)Nc3c(Cl)cccc3Cl)(C(Br)C1=O)C2(C)C (stereo not given) | / | -2.9% | 13.7% | 8.3% | ? | 2.8% | -7.4%
O=C(CSc1nc2cc(C(F)(F)F)ccc2n1Cc1ccccc1)NC1CCS(=O)(=O)C1 (stereo not given) | -2.8%[10 µM] | -7.1% | / | 15.3% | 1.5% | 5.2% | 1.4%
CCn1c2ccccc2c2cc(NC(=O)c3cccc(OC)c3OC)ccc21 | -3.7%[10 µM] | -0.8% | -14.8% | ? | ? | 23.1% | 36.2%[activator]
FC(F)(F)c1cccc(N2CCN(CC3CC=CCC3)CC2)c1 (stereo not given) | ? | -1.4% | -7.8% | 5.8% | 8.8% | 7.4% | 17.4%[38.3 µM]
CC(C)Oc1ccc(CSc2ncn[nH]2)cc1 | -1.1%[10 µM] | -8.8% | / | -5.2%[9.22 µM] | / | 6.6% | 6.7%
CCN1CCc2c(OCc3ccc(C)cc3)cccc2C1=O | -17.8% | 0.3% | -33.2% | -18.2% | / | 4.8% | 5.5%
Cc1ccc2c(Cl)c(C(=O)NCC3CCCO3)sc2c1 (stereo not given) | -14.8% | -4.1% | 11.2µM* | 0.0% | -4.7% | -0.1% | 0.5%[38.3 µM]
N#CC1=C(N)C(C#N)(C#N)C(c2ccncc2)C2CN(C(=O)OCc3ccccc3)CC=C12 (stereo not given) | 13.1%[10 µM] | 3.5% | 0.9% | 12.2% | -28.8% | -6.7% | 18.6%
Cc1ccc(C)c2[nH]c(=O)c(CN(Cc3ccc4c(c3)OCO4)Cc3nnnn3Cc3ccco3)cc12 | -64.0%[inhibitor][10 µM] | -4.0% | -7.1% | -12.5% | 10.2% | ? | 22.1%[38.3 µM]
O=C(Nc1ccc(F)cc1)NC1CCCCC1 | -47.0%[inhibitor] | -10.7% | 2.6% | 5.6% | -8.9% | 8.4% | 20.9%[38.3 µM]
COC(=O)[C@H](CC(C)C)NC(=O)NC1CCCc2ccccc21 (stereo not given in full) | -1.5% | 2.1% | -18.4% | 17.6% | 1.3% | 3.5% | 3.0%[38.3 µM]
C[C@@H]1C[C@H]2[C@@H]3CCC4=CC(=O)C=C[C@]4(C)[C@@]3(F)[C@@H](O)C[C@]2(C)[C@H]1C(=O)CO | -27.0% | -4.9% | -50.4%[inhibitor] | 16.8%&-2.7% | ? | 14.1% | 2.1%
COC(=O)N/N=C/c1cc(C)n(-c2cccc3ccccc23)c1C | 27.4%[0.074 µM] | -3.3% | 5.2% | 9.8% | ? | ? | 1.6%
CCCCC(=O)Nc1nnc(-c2ccco2)o1 | -7.0% | -3.5% | 17.8% | -9.6% | / | ? | -15.0%
O=C(COC(=O)C1=COCCO1)NCCCc1ccccc1 | -12.0% | -4.3% | 0.5% | -2.1%[9.22 µM] | -1.2% | 3.0% | 6.3%[38.3 µM]
CCc1ccc(-n2c(SCC(=O)Nc3ccc(C(=O)O)cc3)nnc2-c2ccncc2)cc1 | 12.9%[10 µM] | / | / | 6.0%[9.22 µM] | 8.6%[46 µM] | 4.3% | /
CCOC(=O)c1cccc(NC(=O)Nc2ccc3c(c2)C(=O)OC3)c1 | 0.2%[10 µM] | / | / | -15.3%[9.22 µM] | / | 8.9% | /
Cc1[nH]c2ccccc2c1C(=O)CSC(=S)N(C)C | 14.7%[10 µM] | -0.1% | ? | 7.8% | -4.9% | -4.9% | -4.1%
CCC(CC)NCc1ccc2c(c1)c1ccccc1n2CC | -12.1%[10 µM] | -2.5% | -26.5% | -24.5%[9.22 µM] | / | -1.4% | 13.1%
Cc1nn(-c2ccccc2)c(C)c1/C=N/NC(=O)CSc1nc2ccccc2c(=O)n1-c1ccc(Br)cc1 | -95.2%[inhibitor] | -1.3% | -18.1% | 8.4% | ? | 2.9% | 21.4%[38.3 µM]
Cc1nnc(-c2cnn(-c3ccccc3)c2N)n1Cc1ccncc1 | 19.5% | -5.6% | -6.4% | -7.9% | -4.3% | -1.3% | -3.1%[38.3 µM]
CCOc1ccc(NC(=O)CSc2nc(N)c(-c3ccccc3)c(=O)[nH]2)cc1 | / | 0.8% | 6.9% | 3.7% | / | 2.2% | 6.9%
COC(=O)[C@H](Cc1ccccc1)NC(=O)O[C@@H]1C(=O)c2cc(Br)ccc2O[C@H]1c1cccc(OC)c1 | -1.9% | 4.6%&0.3% | 3.0%&0.6% | 17.9% | 9.8% | -10.7% | 12.4%&7.9%
CCCOc1ccc(-c2cnc(SCC(N)=O)nc2N)cc1 | -7.9%[0.074 µM] | -1.6% | -23.9% | -2.3% | ? | 0.3% | 7.3%[38.3 µM]
O=c1c2oc3ccccc3c2[nH]c(=S)n1-c1ccccc1 | -1.5%[10 µM] | 5.4% | 5.9% | -4.4% | -12.1% | 4.5% | 8.91µM*
CSC1=NCCN1CCOc1ccccc1 | -14.3% | -2.4% | -18.7% | 6.8% | / | -1.1% | -1.2%
CCOc1ncccc1C(=O)Nc1nnc(C(CC)CC)s1 | 4.6% | 0.5% | -5.1% | 15.5% | / | 9.6% | 6.4%
C=CCn1c(SCc2ccc(F)cc2)nnc1-c1sc2nc(C)cc(C)c2c1N | -5.9%[10 µM] | / | / | -5.0%[9.22 µM] | / | 15.0% | /
O=C(CSc1nnc(COc2ccccc2)o1)Nc1nccs1 | -29.7% | 3.1% | 0.6% | 12.4% | -1.8% | 2.9%[2.36 µM] | 7.6%
CCCCn1c(=S)[nH]c2ncccc2c1=O | -10.3% | -3.1% | 12.5% | -9.1% | 5.1% | -1.6% | -7.2%[38.3 µM]
O=C(Cn1cncn1)N/N=C/c1cccc2ccccc12 | / | -2.3% | 8.2% | 4.1% | -1.8% | 1.7% | -8.1%
Cc1ccc(F)cc1NC(=O)C1CCCN(c2ncccn2)C1 (stereo not given) | 5.4%[10 µM] | 1.3% | -5.9% | -12.7% | -5.2% | 10.0% | 10.7%
O=C(O)c1n[nH]c2c1CCCC2 | 14.8% | -0.6% | / | -22.0% | -5.6% | -3.4% | 18.8%[38.3 µM]
C=CCn1c(CNC(=O)c2cccs2)n[nH]c1=S | 3.3%[10 µM] | 0.5% | 5.0% | 1.6% | 1.1% | -2.6% | -0.1%
O=C(N/N=C/c1cccc(O)c1)c1csc2ccccc12 | -18.2% | -4.2% | 0.2% | -3.5% | -4.5% | 2.7% | 12.8%[38.3 µM]
COC(=O)c1ccccc1NC(=O)COC(=O)CSc1nnc(N)s1 | 5.3% | 0.6% | 13.2% | -7.4% | 5.5%[46 µM] | 10.8% | -4.9%
CCOC1(NC(=O)c2ccccc2)C(C)=CC(=O)C=C1C | 24.0% | -2.9% | -4.7% | 17.5% | 3.8% | -8.7% | -4.9%[38.3 µM]
Cc1ccnc(N2C(=O)c3ccccc3C2Nc2cccc(C)c2C)c1 (stereo not given) | 4.5% | -1.7% | 8.8% | 7.9% | 1.9% | 1.4% | 19.7%
CC(C)CNC(=O)c1cc(-c2ccc(Br)cc2)on1 | -12.4% | 1.1% | 12.6µM* | 12.5% | 11.7% | 2.1% | -4.0%[38.3 µM]
Cc1n[nH]c(C)c1S(=O)(=O)N(CC(=O)NC1CCCC1)c1ccc(C(C)C)cc1 | -16.8% | 1.7% | -9.2% | 27.2% | 0.6% | -1.9% | 13.1%[38.3 µM]
CCOC(=O)/C(=C\C=C\N1CCOCC1)C(C)=O | -3.2% | 2.8% | 4.1% | -7.3% | / | -2.8% | -13.6%
Cc1cc(C)nc(SCc2nnc(SCC(N)=O)n2Cc2ccco2)n1 | 4.4% | -0.7% | -0.9% | -14.9% | 3.0% | 3.7% | -22.9%[38.3 µM]
CCOC(=O)N1CCN(C(=O)C(=O)NNC(=O)COc2ccc(Cl)c(C)c2)CC1 | -0.1%[10 µM] | 6.1% | 0.7% | 5.6% | -6.5% | -0.7% | 0.9%
CCOC(=O)C1Oc2ccccc2C(c2ccc(OC)cc2)=C1C(=O)OC (stereo not given) | -5.6% | -1.6%[39.9 µM] | / | / | / | ? | 22.5%
CCN(CC(=O)NCc1ccccn1)S(=O)(=O)c1ccc(Cl)cc1 | 24.5% | -1.9% | ? | 10.9% | -2.1% | 8.7% | 15.7%[38.3 µM]
CC1CCN(c2ccc(C(=O)O)cc2N)CC1 | -6.3% | / | / | 7.6% | 6.6% | -7.6% | /
CCc1cccc(CC)c1N(COC)C(=O)Cn1nnc2ccccc21 | -1.2% | 2.8% | 27.0% | 4.4% | -8.0% | 5.1% | -2.4%[38.3 µM]
CCOC(=O)c1c(CN2CCN(C)CC2)n(C)c2cc(Br)c(OC)cc12 | -11.6% | 1.6% | 26.3% | 15.5% | 10.4% | 6.1% | 27.0%[38.3 µM]
CC(=O)C(C(C)=O)C(NC(=O)c1cccnc1)(C(F)(F)F)C(F)(F)F | -2.9% | 2.1% | -5.1% | 4.8% | 5.5% | 9.6% | -1.7%[38.3 µM]
Cc1nc2n[nH]c(N)c2c2c1COC(C)(C)C2 | -2.2% | -6.2% | 2.0% | 8.4% | 3.1% | -0.2% | -13.6%[38.3 µM]
CCOc1ccc(N(CC(=O)NC(C)CC)S(C)(=O)=O)cc1 (stereo not given) | -50.7% | -0.5% | -18.9% | -8.1% | -3.1% | 2.7% | -3.2%[38.3 µM]
Cn1ccnc1SCC(=O)Nc1cc(S(=O)(=O)N2CCOCC2)ccc1Cl | / | -1.4% | 10.7% | -11.8% | ? | -2.4% | 2.9%

Two entries drawn at random from those above:
structure | HTT ATP protect | Luc counter | SMN2 splice enh | HttQ103 aggreg | Lamin A splicing | CBFb-RUNX1 inh | IMPase Li cell
COC(=O)c1ccccc1NC(=O)COC(=O)CSc1nnc(N)s1 | 5.3% | 0.6% | 13.2% | -7.4% | 5.5%[46 µM] | 10.8% | -4.9%
CCCOc1ccc(-c2cnc(SCC(N)=O)nc2N)cc1 | -7.9%[0.074 µM] | -1.6% | -23.9% | -2.3% | ? | 0.3% | 7.3%[38.3 µM]

Assay outcomes from PubChem BioAssay.
